# AmpC det inh: inhibitors of E. coli AmpC beta-lactamase with detergent | P00811 | purified AmpC, nitrocefin hydrolysis with detergent | Potency, µM (highest dose often 28.7 µM), for inactives: at the highest dose activity change, negative = inhibition | 0.09% of 71,000 active | AID 584; active means well fitted curve in the direction sought with a large enough effect
# Target sequence (P00811 whole entry, looked up): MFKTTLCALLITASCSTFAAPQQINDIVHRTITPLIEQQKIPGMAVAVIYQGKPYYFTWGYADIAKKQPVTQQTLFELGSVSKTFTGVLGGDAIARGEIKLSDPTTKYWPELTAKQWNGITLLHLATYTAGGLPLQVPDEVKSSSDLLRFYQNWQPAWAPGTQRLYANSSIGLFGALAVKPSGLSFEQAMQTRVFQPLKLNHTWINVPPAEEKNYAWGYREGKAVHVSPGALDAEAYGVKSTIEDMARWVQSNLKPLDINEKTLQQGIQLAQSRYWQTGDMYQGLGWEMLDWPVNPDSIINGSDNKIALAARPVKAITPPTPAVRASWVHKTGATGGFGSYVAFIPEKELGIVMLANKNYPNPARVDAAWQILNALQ
#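 E. coli AmpC (5.3 nM) in 20 mM phosphate pH 7.0 with 0.01% Triton X-100, preincubated 15 min RT with compound; nitrocefin (2 uL of 800 uM stock) hydrolysis followed by 480 nm absorbance every 20 s over 4 min.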
# The depositor's hits bear a star; [ ] = remark or other dose. On the % scale 0 is the no-effect control and ±100 the full control effect; potency means the concentration at half of the fitted maximal effect. Only part of the results is shown. The share of hits here may be higher or lower than overall.
SMILES,AmpC det inh
Cc1ccc(SCC(=O)N2CCCC2)cc1,-2%
O=C(C[N+]1(c2ccccc2)CCOCC1)c1ccccc1,-2%[5.75 µM]
CCOC(=O)N1CCN(C(=O)c2ccc(NC(=O)c3ccc(C)cc3)cc2)CC1,-2%
O=C(Cc1cccs1)Nc1nc(-c2ccccc2)cs1,-6%
Cc1nn(C)cc1CNC(=O)CCC(=O)O,11%
O=C(O)COc1ccc(OCCNC[C@@H](O)COc2ccccc2)cc1,-2%
CCCOc1ccc(N2C(=O)CC(SCCN)C2=O)cc1 (stereo not given),-7%
O=C(Nc1nccs1)c1ccc(S(=O)(=O)NCc2cccs2)cc1,-3%
Cc1cccc(Nc2nc3c(c(=O)n(C)c(=O)n3C)n2CC(O)CO)c1 (stereo not given),-5%
CCCCOC(=O)C1=C(C)NC2(O)c3ccccc3C(=O)C12O (stereo not given),8%
COc1cccc(OC)c1C(=O)n1nc(C)cc1C,7%
CCCCn1nnnc1SCC(=O)Nc1ccc(F)cc1,12%
c1cncc(-c2nc(N3CCNCC3)c3ccccc3n2)c1,9%
COC(=O)C1CCC(C)(C(=O)Nc2ccccc2)C1(C)C (stereo not given),17%
COc1cccc(-c2nc(CS(=O)CC(=O)N3CCC4(CC3)OCCO4)c(C)o2)c1 (stereo not given),1%
CCOC(=O)c1ccc(NS(=O)(=O)c2ccc3c(c2)CCCN3C(C)=O)cc1,-3%
c1ccc2c(Oc3ccc4c(c3)OCO4)nncc2c1,-4%
CCCc1cc(=O)n2[nH]c(NCc3c(F)cccc3Cl)nc2n1,-4%
CC(=O)c1cccc(-n2nnnc2SCC(=O)Nc2ccccc2N2CCCCC2)c1,-6%
NCCn1c(=O)c(CCc2ccccc2)nc2cncnc21,-1%
CCCNC(=O)N1CCN(S(=O)(=O)c2ccc(C)cc2)CC1,-5%
COc1ccc2nc(N3CCCC3)c(C#N)cc2c1,-2%
CCCOc1ccc2oc(=O)c3c(c2c1)CCCN3C(=O)CN1CCc2ccccc2C1,0%
Cc1oc2cc3c(C(=O)N4CCCCC4)c(C)oc3cc2c1C(=O)N1CCCCC1,-1%
CCN(CC)C(=O)CN1CCN(c2ccccc2F)CC1,0%

# (cont.)
SMILES,AmpC det inh
CCOCCCN(C(=O)Nc1ccc(CC)cc1)C1CCN(C(C)=O)CC1,0%
COc1ccc(S(=O)(=O)Nc2cc(C)on2)cc1OC,2%
CCCCn1c(C(C)NC(=O)CC)nc2ccccc21 (stereo not given),13%
O=S(=O)(c1ccccc1)N1CCN(c2nnnn2-c2ccccc2)CC1,3%
CCOC(=O)Nc1cccc(OCC(=O)Nc2ccc(OC)cc2OC)c1,-3%
CC1=C(C(=O)OCc2ccccc2)C(c2ccc(N3CCOCC3)cc2)NC(=O)N1 (stereo not given),10%
COc1ccc(-c2nc(-c3cccc(C(F)(F)F)c3)no2)cc1OC,5%
CC(C)c1ccc(-c2nc3c([nH]2)c(=O)n(C)c(=O)n3C)cc1,-4%
CN(C)CCNc1c2c(c(C#N)c3nc4ccccc4n13)CCCC2,1%
CS(=O)(=O)c1ccc(N2CCN(C3CC(=O)NC3=O)CC2)cc1 (stereo not given),-4%
CCc1ccc2oc(=O)cc(CN3CCN(CCO)CC3)c2c1,0%
CN1CCN(S(=O)(=O)c2ccc(-c3ccc(Cl)cc3)cc2)CC1,-4%
Clc1ccccc1-c1nccc(NCc2ccccc2)n1,4%
Clc1cccc2sc(N3CCOCC3)nc12,9%
CCOC(=O)C1CCN(c2c(N3CCN(Cc4ccccc4)CC3)c(=O)c2=O)CC1,3%
COc1cccc(Nc2ncc3nc(-c4ccc(Cl)cc4)c(=O)n(C[C@H]4CCCO4)c3n2)c1,0%
CCN(c1ccc2c(c1)OCO2)S(=O)(=O)c1cc(Br)cc2c1N(C(=O)C1CC1)CC2,-3%
CN(C)c1ccc(C(=O)C(O)c2ccc(C(C)(C)C)cc2)cc1 (stereo not given),4%
COc1cccc(NC(=O)CN(C)S(=O)(=O)c2ccc(C)cc2)c1,-4%
C1=C(c2cccc3ccccc23)N2CCN=C2S1,-4%
CCN(CC)CCn1c(=S)[nH]c2ccccc2c1=O,-1%
O=c1cc(N2CCN(c3ccccc3)CC2)[nH]c(=O)n1-c1ccccc1Cl,-4%
COc1ccccc1N1CCN(C(=O)c2ccoc2C)CC1,-2%
Fc1ccc(NCc2cccnc2)cc1,-2%
CC(=O)Nc1ccn(-c2ccccc2)n1,-5%

# Next part
SMILES,AmpC det inh
O=C(Nc1ccc(Cl)cn1)c1cc(S(=O)(=O)N2CCCCC2)ccc1Cl,-1%
N[C@]1(C(=O)O)CCc2cc(P(=O)(O)O)ccc21,-2%
COC(=O)C1=C(C(C)=O)C(c2ccc(C(=O)OC)cc2)n2nnnc2N1 (stereo not given),1%
CCOc1ccc(OCC)c(NS(=O)(=O)c2ccc3c(c2)n(C)c(=O)c(=O)n3C)c1,-3%
Cc1ccc2c(c1)N(CC(=O)NC1CCCc3ccccc31)C(=O)CO2 (stereo not given),-4%
CN[C@H](Cc1ccccc1)c1cccc(OC)c1O,2%[5.75 µM]
CCOc1c2c(nc3ccc(Cl)cc13)CCC2,-4%
COc1ccccc1N1CCN(C(=O)CSc2nnc3n2C(C)(C)Cc2ccccc2-3)CC1,2%
CCN(CC)c1ccc(CN(C(=O)c2cc(OC)c(OC)c(OC)c2)C2CCS(=O)(=O)C2)cc1 (stereo not given),-6%
COc1cccc2oc(-c3ccc(O)cc3)cc(=O)c12,-1%
COc1ccc(CC2S/C(=C(\C#N)C(=O)NCc3ccco3)N(c3ccc(C)cc3)C2=O)cc1 (stereo not given),-3%
CCC(C)NC(=O)Cn1c(=O)n(-c2ccccc2)c(=O)c2ccc(C(=O)NCc3ccco3)cc21 (stereo not given),-2%
COc1ccc(Oc2ncc3nc(C)c(=O)n(C[C@H]4CCCO4)c3n2)cc1,-3%
Cc1ccc(C)c(/C(O)=C2\C(=O)C(=O)N(CCCN(C)C)C2c2cccnc2)c1 (stereo not given),1%
CNS(=O)(=O)c1cccc(C(=O)OCc2cc(Cl)cc3c2OCOC3)c1,-4%
CCOc1ccccc1N(CC(=O)Nc1ccccc1C(=O)O)S(C)(=O)=O,-3%
O=C(CSc1nnc(CCCO)n1-c1ccccc1)NCCc1ccccc1,-2%
O=C(COC(=O)c1cccnc1)Nc1cccc(Cl)c1,-1%
Cn1c(SCC(=O)NCc2cccs2)nnc1-c1ccc(S(=O)(=O)N2CCCC2)cc1,10%
Clc1ccc(Nc2ncnc3c2cnn3-c2ccccc2)cc1,6%
Cn1c(=O)n(Cc2ccccc2)c(=O)c2c1nc1n2CCCN1C1CCCCC1,14%
CCC(C)NC(=O)CS(=O)(=O)Cc1nc(-c2cccc(OC)c2)oc1C (stereo not given),3%
COc1ccc2c(C)cc(SCC(=O)N3CCOCC3)nc2c1,-3%
CC1=C(C(=O)N2CCN(C(=O)c3ccco3)CC2)C2(CCC(C)CC2)OC1=O (stereo not given),3%
CCOC(=O)c1ccc(N=C2NC(=O)CS2)cc1,-5%

# Next section.
SMILES,AmpC det inh
COc1ccc(S(=O)(=O)N2CCN(c3c(C)cccc3C)CC2)cc1OC,13%
CC(C)OC12Oc3ccccc3C=C1N1CCC2CC1 (stereo not given),-1%
Cn1cccc1Cc1nnc(SCC(=O)NCc2ccco2)n1-c1ccc(F)cc1,-3%
COCCNC(=O)CCSCc1ccccc1F,-1%
CCCCN1CCc2c([nH]c3c(C)cccc23)C1=O,1%
O=C(Nc1ccc(OC(=O)c2ccco2)cc1)c1ccco1,-6%
C=CCn1c(NCCO)nc2c1c(=O)n(C)c(=O)n2C,-2%
CCN1CCCC1Cn1cnc2c([nH]c3cccc(Cl)c32)c1=O (stereo not given),9%
COc1c2c(nc3ccccc13)OC(C(C)(O)COC(C)=O)C2 (stereo not given),1%
Cc1sc(NC(=O)c2ccco2)c(C(c2cccnc2)N2CCN(c3ccc(F)cc3)CC2)c1C (stereo not given),7%
CCC(CC)NCc1ccc(OC)cc1OC,-7%
CCOC(=O)c1ccc(CNC(=O)Cn2nnc(-c3ccc(C)cc3)n2)o1,-1%
Cc1ccc2c(c1)c1c(n2CC(O)Cn2c(C)nc3ccccc32)C(=O)CCC1 (stereo not given),11%
COc1ccc(OC)c(CN2CCN(C(=O)COc3cccc(C)c3)CC2)c1,-1%
COc1ccccc1CNC(=O)C1CCN(S(=O)(=O)N2CCCCC2)CC1,-3%
CCc1c(C(=O)NCc2cnn(C)c2)csc1C,-3%
CCOCCn1c(N2CCN(c3ccc(OC)cc3)CC2)nc2c1c(=O)[nH]c(=O)n2C,-3%
C=CCNC(=O)c1ccc(C)c(Br)c1,-3%
Cc1n[nH]c(C)c1N1C(=O)c2cccc3c(N4CCCCCC4)ccc(c23)C1=O,-1%
Cc1cccc(Nc2ncc3c(n2)CC(c2ccco2)CC3=O)c1 (stereo not given),-1%
COc1ccccc1-n1cc(C(=O)NCC(=O)N2CCN(c3ccccc3)CC2)c2ccccc2c1=O,-1%
O=C(Cn1cnc2c(oc3ccccc32)c1=O)NCCc1ccccc1,-2%
Cn1c(=O)oc2cc(S(=O)(=O)NCCN3CCc4ccccc4C3)ccc21,11%
C=CCOc1ccc(CNc2nn[nH]n2)cc1,-7%
CC1(C)CC(=O)C2=C(C1)N(Cc1ccco1)C(=O)NC2(C(F)(F)F)C(F)(F)F,0%

# More structures
SMILES,AmpC det inh
COc1cccc(-n2c(SCC(N)=O)nc3c([nH]c4ccccc43)c2=O)c1,-5%
c1ccc(N2CCN(CCCOc3ccc4c(c3)OCO4)CC2)cc1,-2%
O=C(NCC(c1cccnc1)N1CCN(c2ccc(F)cc2)CC1)c1ccc2c(c1)OCO2 (stereo not given),-2%
OCCBr,10%
COC(=O)c1nc2n(n1)C(c1cc(OC)ccc1OC)C(C(=O)OC1CCCCC1)=C(C)N2 (stereo not given),-2%
CC1=C(C(=O)Nc2ccccc2)C(c2ccco2)C(C#N)=C(SCC(=O)OC(C)C)N1 (stereo not given),6%
CC(C)(C)NC(=O)C1CCC(C)(C(=O)O)C1(C)C (stereo not given),-2%
CCOC(=O)c1c(NC(=O)c2noc3c2CCCC3)sc(C)c1C,2%
CNC(=O)CN(c1cc(C)ccc1C)S(C)(=O)=O,-6%
CC(=O)OC(C)(CCC(C)(OC(C)=O)C(C)=O)C(C)=O (stereo not given),2%
CN1CCC2(CC1)CCN(C(=O)c1cccc(F)c1)CC2,0%
COc1ccccc1CN1C(=O)CN(C2CCCC2)C(=O)C1c1ccc(F)cc1 (stereo not given),0%
CN(C)C(=O)c1ccc(-c2ccc3ncnc(N4CCC(C(=O)O)CC4)c3c2)cc1,9%
Cc1cc2ncn(CC(O)COC3CCCCC3)c2cc1C (stereo not given),7%
C=CCNC(=O)CCNS(=O)(=O)c1ccc(Br)cc1,0%
CC(C)(C)c1cc(CN2CCN(CCO)CC2)cc(C(C)(C)C)c1O,-7%
CCOC(=O)CCn1c(CC(=O)OCC)nc2ccccc21,14%
CCCCCCN(C(=O)CCCCCN1C(=O)NC(c2ccc(-c3ccccc3)cc2)C(C(=O)OCc2ccccc2)=C1C)C(C(=O)NCCCC)c1ccc(O)c(C(=O)OC)c1 (stereo not given),11%
Cc1cc(C)c(C#N)c(SCCS(=O)(=O)Cc2ccccc2)n1,-11%
O=C(CNC(=O)C12CC3CC(CC(C3)C1)C2)NC1=NCCS1,14%
Cn1nnnc1SCC(=O)N1CCN(Cc2ccccc2)CC1,-6%
COC(=O)c1ccc(C(NC(=O)OCc2ccccc2)/C(C)=C/[C@@H](C)C(=O)NCCc2c[nH]c3ccc(OC)cc23)cc1 (stereo not given in full),13%
COc1ccc(-n2c(Cc3cccn3C)nnc2SCC(=O)NCC2CCCO2)cc1 (stereo not given),11%
CC1(c2ccccn2)Nc2ccccc2-c2nc3ccccc3n21 (stereo not given),-2%
O=C(OC1CCCCC1=O)c1cc(=O)c2ccccc2o1 (stereo not given),-1%

# Remaining list, next part
SMILES,AmpC det inh
CN1CCN(c2ccccc2NC(=O)C(Cc2ccccc2)n2cccc2)CC1 (stereo not given),15%
O=C(NCCN1CCOCC1)c1ccc(CS(=O)(=O)Cc2ccccc2F)o1,9%
CN1CCN(C2=C(Cl)C(=O)N(Cc3ccccc3)C2=O)CC1,-4%
Cc1ccc2occ(CN3CC4CC(C3)c3cccc(=O)n3C4)c(=O)c2c1 (stereo not given),4%
O=C(Nc1cccs1)Nc1ccccc1Cl,-2%
COc1cccc(-c2cc(N)nn2C(=O)Nc2ccc(Cl)cc2)c1,14%
Cc1ccc(S(=O)(=O)NCc2cn3c(C)csc3n2)cc1,-2%
O=C(NO)c1ccc(C(=O)N(C2CCCCC2)C2CCCCC2)cc1,-2%
COc1ccc(N2Cc3ccccc3C2)cc1Cl,9%
CCC(=O)Nc1cc(OC)c(NC(=O)c2ccccc2)cc1OC,-4%

# Screens (PubChem BioAssay)
